Screening results from PubChem BioAssay.
ASM inhibitor: human S-ASM enzyme inhibition. placental ASM, HMU-PC fluorogenic substrate, 60 min. Potency, µM (titrated, usually from 57.5 µM), for the others: top-dose activity change, negative = inhibition, usual class: inhibitors. hit rate 0.006% among 340,000. AID 504937; active means well fitted inhibition curve with a large enough effect; inconclusive means small, poorly fitted or top-dose-only effect; inactive means no such curve, though single readings can be large or run the other way; further: potency means the concentration at half of the fitted maximal effect
Target sequence (P17405 47-631 limits assumed): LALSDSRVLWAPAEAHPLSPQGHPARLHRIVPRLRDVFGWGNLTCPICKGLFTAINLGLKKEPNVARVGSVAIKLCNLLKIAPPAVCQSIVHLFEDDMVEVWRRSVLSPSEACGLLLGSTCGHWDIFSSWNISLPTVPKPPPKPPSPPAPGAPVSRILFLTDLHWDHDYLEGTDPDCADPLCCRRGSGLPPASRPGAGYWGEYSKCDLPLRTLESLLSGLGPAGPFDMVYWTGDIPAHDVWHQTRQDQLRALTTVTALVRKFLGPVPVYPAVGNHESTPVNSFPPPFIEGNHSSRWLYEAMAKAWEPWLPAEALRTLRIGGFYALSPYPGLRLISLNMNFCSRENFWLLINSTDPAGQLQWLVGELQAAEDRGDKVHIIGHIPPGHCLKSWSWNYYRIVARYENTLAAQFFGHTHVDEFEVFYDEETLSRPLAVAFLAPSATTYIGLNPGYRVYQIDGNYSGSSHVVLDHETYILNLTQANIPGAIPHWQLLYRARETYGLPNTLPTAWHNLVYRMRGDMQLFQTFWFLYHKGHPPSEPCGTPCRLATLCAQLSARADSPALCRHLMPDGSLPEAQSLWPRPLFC
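Human placenta-derived ASM enzyme was preincubated with compound for 10 minutes at room temperature, then given fluorogenic substrate HMU-PC0 (9 uM final) for 60 minutes at 37 °C; a pH 10 stop preceded fluorescence reading at Ex 386/Em 447 nm.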
hERG WT inh: inhibitors of human wildtype KCNH2 potassium channel; U2OS, BacMam KCNH2, thallium flux FluxOr; stronger effect = lower value; activity change, % at 1.84 µM; hit rate 0.37% among 340,000; AID 720551;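 active means maximum activity change below -70%; inconclusive means maximum activity change between -70% and -50%; inactive means maximum activity change above -50%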; further: on the % scale 0 is the no-effect control and ±100 the full control effect
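U2OS cells transduced with wild-type KCNH2 virus are loaded with FluxOr dye for 45 min, and thallium flux is measured in kinetic reads before and after stimulation buffer. Rate constants are normalized to DMSO controls.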
Numbers without * were called inactive; ? = inconclusive; [ ] = dose if it differs, or a comment. An excerpt. The share of hits here may be higher or lower than overall.

Value order – ASM inhibitor	hERG WT inh
O=C(Nc1ccc(Cl)c(C(F)(F)F)c1)[C@@H]1CC=C[C@@H]2CCN(C3CC3)C(=O)[C@@H]21
 : 0%	7
C=C1CCN([C@@H](Cc2ccccc2)C(=O)NCCCc2ccccc2)S(=O)(=O)c2ccccc21
 : 5%	-11
Cc1c(F)cccc1NS(=O)(=O)c1ccc(N2CCCC2=O)cc1
 : 1%	-3
CCOC(=O)c1ccc(NCc2ccncc2)cc1
 : -3%	-9
COc1ccc(C(CNC(=O)c2ccc(NS(=O)(=O)c3ccc(F)c(C)c3)cc2)N2CCCC2)cc1 (stereo not given)
 : 1%	38
CC1(C)CC(=O)C=C(c2cccc3c2oc2ccccc23)C1
 : -17%	2
O=C(Nc1ccc2c(c1)[nH]c(=O)c1ccccc12)C(F)(F)F
 : 1%	-28
O=C(C=Cc1ccc(Cl)s1)c1ccc(Cl)s1
 : -2%	-1
O=C(NNC(=O)c1ccc2ccccc2c1)c1cccc(Cl)c1
 : -6%	-2
CCOc1ccc(C(C)NC(=O)C2CCN(S(=O)(=O)c3ccc(OC)cc3)CC2)cc1OCC (stereo not given)
 : 3%	-5
O=C(NCCCl)Nc1ncn[nH]1
 : 4%	-10
CCc1ccc(/C(C)=N/NC(=O)C(O)c2ccccc2)s1 (stereo not given)
 : -1%	3
CC(O)(CC(=O)CC(=O)c1ccccc1)c1ccccc1 (stereo not given)
 : 2%	-10
COc1ccc(-c2ccc3c(c2)[C@@H]2C[C@H](N(C)C(=O)Nc4ccccc4)[C@H]([C@H](C)O)C(=O)N2CC3)cc1
 : -15%	1
CCCCCCCCNCCS(=O)(=O)NCc1ccc(OC)cc1
 : -6%	9
COC1=C(Nc2ccc(OC)cc2)C(=O)C(OC)=C(Nc2ccc(OC)cc2)C1=O
 : 1%	-1
CCCCCCCCCOC(=O)C1N2C(=O)[C@@H](NC(=O)COc3ccccc3)[C@H]2SC1(C)C (stereo not given in full)
 : -7%	-6
COc1cccc(C2C(C(=O)c3ccco3)=C(O)C(=O)N2CCCN2CCOCC2)c1OC (stereo not given)
 : 4%	-4
CCCCCCCCNCCS(=O)(=O)NCc1ccccc1
 : -2%	-6
COc1nc(NC2CCCCC2)nc(NC(C)(C)C)n1
 : -3%	-8
CN(C)CC1C2CCC(C2)C1O (stereo not given)
 : 0%	-14
CCOC(=O)[C@H](C)N1[C@H](C)[C@H](c2ccccc2)Oc2ccc(Cl)cc2S1(=O)=O
 : -5%	-8
C=CCOC(=O)C1=C[C@@H](c2coc3ccccc3c2=O)C[C@@H](OCCCCO)O1
 : 112%[activator]	-3
O=[N+]([O-])c1ccc(S(=O)Cc2ccccc2)c([N+](=O)[O-])c1 (stereo not given)
 : 2%	-25
CCCCC(=O)NC(c1ccc(OC)c(OC)c1)c1ccc2cccnc2c1O (stereo not given)
 : 0%	2
Clc1ccc(C(c2nnnn2C2CCCC2)N2CCN(c3nc4ccccc4s3)CC2)cc1 (stereo not given)
 : -7%	0
O=C(/C=C/Nc1ccc(F)cc1F)c1ccc(Br)cc1
 : 4%	0
COc1ccc(-c2ccc3oc(-c4ccsc4)c(-c4ccc(OC)cc4)c3c2)cc1
 : -3%	-7
O=C(O)C(c1ccccc1)C(O)C1CC=CCC1 (stereo not given)
 : 0%	2
CCN(C(=O)COC(=O)CCC(=O)c1ccc(C)cc1)c1c(N)n(Cc2ccccc2)c(=O)[nH]c1=O
 : 1%	2
CCCCc1nc2sc3c(c2c(=O)[nH]1)CC(C)(C)OC3
 : 4%	4
COc1cc(C(C2C(=O)CC(C)(C)CC2=O)C2C(=O)CC(C)(C)CC2=O)ccc1OC(C)=O
 : 1%	7
COc1ccccc1CNC(=O)c1cc(-c2ccccc2)nn1CC1CC(c2cccnc2)=NO1 (stereo not given)
 : 0%	4
C/C(=N/Nc1ccc(C(=O)c2c(C)cc3ccccn23)cc1[N+](=O)[O-])c1ccc(O)cc1
 : ?	-1
CN(C(=O)c1cccc(NC(=O)Cc2ccc(NC(=O)C3CCCN(C(=O)C4CCC4)C3)cc2)c1)C1CCC1 (stereo not given)
 : 2%	-7
CCOC(=O)Cc1csc(NC(=O)c2cccc(Cl)c2)n1
 : -3%	4
CN(C)CCNC(=O)c1cccc2[nH]c(-c3ccncc3)nc12
 : 18%	-16
O=C(OC1CCCC1)c1ccc(Cl)cc1Cl
 : -4%	1
S=C(Cc1ccccc1)Nc1ccccc1
 : 2%	-11
Cc1cc(N2CCN(c3ccccn3)CC2)n2nc(C)nc2n1
 : -1%	5
O=C(Nc1ccccc1)C1=C[C@H](c2ccccc2)C[C@H](OCCCCO)O1
 : -3%	9
CC1Cn2c(nnc2-c2cccs2)S1 (stereo not given)
 : 1%	4
Cc1oc2ccc(O)cc2c1C(=O)c1ccc(Br)cc1
 : -3%	1
O=C(NCCc1ccccc1)c1ccc(NC(=O)C2CC2)cc1
 : 5%	3
COc1ccc(/C=N\NC(=S)SCN2C(=O)C3CCC(C)(C2=O)C3(C)C)cc1 (stereo not given)
 : -11%	-26
Cc1cccc(C)c1NC(=O)C1CC2CCC1C2 (stereo not given)
 : 6%	-6
COc1cccc(OCCOc2ccccc2[N+](=O)[O-])c1
 : -2%	-33
Cn1ccc2cc(OCc3ccccc3)ccc21
 : -6%	2
CC(C)CC1CCCC12NC(=O)NC2=O (stereo not given)
 : 1%	-3
CCN(CC(=O)Nc1ccc(NC(C)=O)cc1)C(=O)c1ccc(N2C(=O)c3ccccc3C2=O)cc1
 : -1%	-4

Other compounds
Value order – ASM inhibitor	hERG WT inh
CCn1c(=S)sc2nc(C)sc21
 : 9%	7
O=C(Nc1ccccc1)Oc1cccc2cccnc12
 : 8%	10
Cc1ccc(Nc2nc(N)nc(CN3CCC(C)CC3)n2)c(C)c1
 : 4%	14
COc1cc(C)c(C2NC(=O)c3ccccc3N2)cc1C (stereo not given)
 : 89%[activator]	7
N#CC(c1ccc(O)cc1)N1CCN(C(C#N)c2ccc(O)cc2)CC1 (stereo not given)
 : -2%	1
COc1cc(OC)c(NC(=O)c2cc3ccccc3cc2O)cc1Cl
 : -21%	-9
CC1CC2CCCC(O)=C2C(=O)O1 (stereo not given)
 : 1%	9
c1ccc(CSc2nccc(-c3ccco3)n2)cc1
 : -10%	0
CC1(c2nnc(Cc3ccccc3)o2)CC(c2ccc(Br)cc2)=NO1 (stereo not given)
 : 1%	-16
O=C(O)CCC(=O)c1ccc2sc3ccccc3c2c1
 : 0%	-6

7 entries picked at random from those above, as already listed:
Value order – ASM inhibitor	hERG WT inh
COc1ccc(-c2ccc3c(c2)[C@@H]2C[C@H](N(C)C(=O)Nc4ccccc4)[C@H]([C@H](C)O)C(=O)N2CC3)cc1
 : -15%	1
N#CC(c1ccc(O)cc1)N1CCN(C(C#N)c2ccc(O)cc2)CC1 (stereo not given)
 : -2%	1
CN(C(=O)c1cccc(NC(=O)Cc2ccc(NC(=O)C3CCCN(C(=O)C4CCC4)C3)cc2)c1)C1CCC1 (stereo not given)
 : 2%	-7
COc1ccc(C(CNC(=O)c2ccc(NS(=O)(=O)c3ccc(F)c(C)c3)cc2)N2CCCC2)cc1 (stereo not given)
 : 1%	38
COc1ccc(-c2ccc3oc(-c4ccsc4)c(-c4ccc(OC)cc4)c3c2)cc1
 : -3%	-7
CCN(CC(=O)Nc1ccc(NC(C)=O)cc1)C(=O)c1ccc(N2C(=O)c3ccccc3C2=O)cc1
 : -1%	-4
CCn1c(=S)sc2nc(C)sc21
 : 9%	7

Next section.
Value order – ASM inhibitor	hERG WT inh
Cc1nc(N)nc(N)c1Oc1ccc(Cl)cc1
 : 0%	4
Cc1cc2nnc(SCC(=O)NCc3ccco3)n2c2ccccc12
 : -2%	1
O=C(Nc1ccc(N2CCCC2)c(Cl)c1)c1ccc2c(c1)OCCO2
 : 3%	-6
COc1ccc(S(=O)(=O)N2CCN(C(=O)C3CC(=O)N(c4ccccc4F)C3)CC2)cc1OC (stereo not given)
 : 2%	-14
CC(=O)Nc1cccc(OCCCOc2cccc([N+](=O)[O-])c2)c1
 : -3%	1
O=C(CN1C(=O)CSc2ccc(S(=O)(=O)N3CCCCCC3)cc21)NCCc1ccccc1
 : -3%	-4
CCOC(=O)c1[nH]c2c(OCC)nc(OCC)nc2c1Br
 : -1%	33
O=C(NCc1nc2ccccc2[nH]1)C1=C[C@@H](c2ccc(C(F)(F)F)cc2)C[C@@H](OCCCCO)O1
 : -11%	10
Cc1cc(-c2cc(C)c(N)cc2C)c(C)cc1N
 : 7%	-13
COc1ccc(Br)cc1CN(C)C(=O)c1ccccc1SCC(=O)N1CCCC1
 : 1%	-2
O=[N+]([O-])c1ccc(NN=CCCc2ccccc2)nc1
 : -10%	2
N#CCCN1CCN(CCC#N)C1=S
 : 1%	-10
CC(=O)OCC1OC(n2c(S)c(C#N)c(-c3ccccc3)c(C#N)c2=O)C(OC(C)=O)C(OC(C)=O)C1OC(C)=O (stereo not given)
 : 4%	-4
Cn1c(=O)c2c(nc(CN3CCCCC3)n2CCCc2ccccc2)n(C)c1=O
 : -2%	5
COC(=O)c1sc(NC(=O)COc2ccc(OC)cc2)nc1C
 : 3%	-8
COC(=O)C(C(=O)OC)C(CC(=O)c1ccc(Br)cc1)c1ccccc1 (stereo not given)
 : -2%	-8
O=C(Nc1ccc(Cl)c(Cl)c1)Nc1cc(C(=O)N2CCOCC2)ccc1N1CCCCC1
 : 0%	2
CCCOc1ccc(C2/C(=C(/O)c3ccccc3)C(=O)C(=O)N2CCCN(C)C)cc1OC (stereo not given)
 : 6%	5
O=c1cc(Cl)nc2ccccn12
 : -1%	-3
O=C(NCCO)c1c(-c2ccc3c(c2)OCO3)noc1-c1ccsc1
 : 3%	3
Cc1nnc(SCc2ccccc2)nc1-c1ccccc1
 : -1%	-3
CCOC(=O)c1ccc(C(=O)NNC(=O)C2CC=CCC2)cc1 (stereo not given)
 : 3%	7
CN1OC[C@@H]2CN(C(=O)C(C)(C)C)[C@H](c3cccc(N4CCOCC4)c3)C[C@@H]21
 : 6%	-1
O=c1cc(-c2ccc(F)cc2)oc2ccccc12
 : 0%	-23
O=C(C=Cc1ccccc1O)c1ccccc1O
 : -1%	-1
O=[N+]([O-])c1ccc2c(c1)-c1ccccc1C2=NO
 : -10%	0
CCC(NCc1cccnc1)c1ccc(OC)c(OC)c1 (stereo not given)
 : -3%	-5
CCN1C[C@@H]2[C@@H]3C(=O)N(C)C(=O)[C@@H]3[C@](CC)(C1=O)N2C(=O)c1ccc(C)cc1
 : 0%	19
O=C1c2ccccc2CCc2ccccc21
 : 6%	4
c1ccc(Oc2ccccn2)cc1
 : -1%	-5
CCCCNC(=O)c1onc(CSc2cc(C)cc(C)c2)c1C(=O)NCCCC
 : -9%	8
COc1ccc(-c2csc(N(CCCN(C)C)C(=O)c3ccccc3Cl)n2)cc1
 : -1%	17
Cn1c(=O)c2[nH]c(=S)n(Cc3ccccc3)c2n(C)c1=O
 : -1%	-5
C(=NOCc1ccccc1)c1ccncc1
 : 3%	-4
O=C(CCS(=O)(=O)c1ccccc1)Nc1nc(-c2ccccn2)cs1
 : 2%	-1
C/C(=N/NC(=O)COc1ccc(C(C)(C)C)cc1)c1ccc(N2CCOCC2)cc1
 : 5%	-2
O=[N+]([O-])c1ccc(O)c(C2CCCCC2)c1
 : -19%	-2
Nc1ncnc(N2CCOCC2)n1
 : 2%	7
COc1cccc(C2=CC(=O)CCC2)c1
 : 1%	-19
CCN(CC)S(=O)(=O)c1ccc(OC)c(NC(=O)c2cccc([N+](=O)[O-])c2C)c1
 : -3%	9
CCCN(CC(=O)Nc1ccc(F)c(F)c1F)C(=O)c1cc(S(=O)(=O)N(C)C)ccc1N1CCCC1
 : 4%	-12
CCOC(=O)C1C(=O)C=C(c2ccccc2)CC1c1ccccc1 (stereo not given)
 : -3%	1
CN(Cc1ccccc1)C(=O)c1ccc(NC(=O)Cc2ccc(NC(=O)C3CCCN(C(=O)CCc4ccccc4)C3)cc2)cc1 (stereo not given)
 : 0%	-2
NC(=O)c1ncn([C@@H]2O[C@H](CNCc3cccc(OC4CCCC4)c3)[C@@H](O)[C@H]2O)n1
 : 3%	-5
O=C(NC1CC1)c1cccc(NC(=O)C2CCN(S(=O)(=O)c3cccc(C(F)(F)F)c3)CC2)c1
 : -4%	-8
Cc1cccc(CN(C)C)c1CC(O)(c1ccccc1)c1ccccc1
 : -2%	53
O=C(CC(NC(=O)OCc1ccccc1)C(=O)OCc1ccccc1)OCc1ccccc1 (stereo not given)
 : -1%	12
COC1OCC(O)C(OC(=O)c2ccccc2)C1OC(=O)c1ccccc1 (stereo not given)
 : -3%	-1
CN1C(=O)c2ccc(Oc3ccccc3)cc2C1=O
 : 2%	-17
Nc1c(N(Cc2ccccc2)C(=O)COc2ccc([N+](=O)[O-])cc2)c(=O)[nH]c(=O)n1Cc1ccccc1
 : 0%	4

Other results:
Value order – ASM inhibitor	hERG WT inh
CC(=O)C[C@H]1c2cc(C(F)(F)F)ccc2S(=O)(=O)N1C1CCCCC1
 : -1%	1
NC(=O)c1ccsc1NC(=O)COC(=O)[C@@H]1CCCN1C(=O)c1cccs1
 : -1%	11
CN(C(=O)c1cccc(NC(=O)Cc2cccc(NC(=O)C3CCCN(C(=O)C4CCCC4)C3)c2)c1)C1CC1 (stereo not given)
 : 1%	-5
CCOc1cc(/C=N/NC(=O)N/N=C/c2ccc(O)c(OCC)c2)ccc1O
 : -4%	-3
Cc1cccc(C)c1OCc1cn(CC(=O)c2ccc(O)cc2)nn1
 : 0%	-14
COc1ccc(N(C=O)C(C(=O)Nc2c(C)cccc2C)c2ccccc2)cc1 (stereo not given)
 : 0%	-5
